FN deposition inh: fibronectin deposition inhibition | AID 743247 | 0.086% of 350,000 active | inhibition, % at 12.6 µM | AH1F fibroblasts, Alexa488-fibronectin deposition fluorescence, overnight;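 active means mean inhibition across replicates of 30% or more, regardless of how many single replicates reach that level; inconclusive means mean under 30% yet at least half of replicates reach 30%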;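 further: positive control wells lacked labelled fibronectin entirely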
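Measured by – fluorescence 485/525 nm · System – AH1F fibroblast monolayer, labelled fibronectin deposition · Amount – 10000 cells per well · Buffer or medium – serum-reduced DMEM (2% serum) · Doses – single dose, pinned · Also added – fluorescent fibronectin at 24 nM final · Schedule – 1 h cell attachment, overnight exposure to compound and label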
PGC1a acetyl inh: PGC1a acetylation modulation, inhibitor mode; U2OS PGC1a acetylation, AlphaScreen anti-acetyl-lysine; with virally co-expressed GCN5 acetyltransferase; inhibition, % at 15.6 µM; 0.17% of 350,000 active; AID 651687;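 active means every replicate shows inhibition of at least 40%; inconclusive means mean inhibition at least 40% but some replicate below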;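 further: 0% = neutral control wells and 100% = positive control wells; some results beyond the cut were filed as inactive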
ERAP1 inh: blocks human ERAP1 aminopeptidase activity; Q9NZ08; 0.15% of 340,000 active; recombinant ERAP1, Leu-AMC fluorescence, 60 min; inhibition, % at 10.7 µM;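 active means mean replicate inhibition of at least 30%, or all replicates individually reaching that 30% level; inactive means mean below 30% and not every replicate reaching it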;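 further: 0% = neutral control wells and 100% = L-leucinethiol positive control wells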
Target sequence (Q9NZ08 whole entry, looked up): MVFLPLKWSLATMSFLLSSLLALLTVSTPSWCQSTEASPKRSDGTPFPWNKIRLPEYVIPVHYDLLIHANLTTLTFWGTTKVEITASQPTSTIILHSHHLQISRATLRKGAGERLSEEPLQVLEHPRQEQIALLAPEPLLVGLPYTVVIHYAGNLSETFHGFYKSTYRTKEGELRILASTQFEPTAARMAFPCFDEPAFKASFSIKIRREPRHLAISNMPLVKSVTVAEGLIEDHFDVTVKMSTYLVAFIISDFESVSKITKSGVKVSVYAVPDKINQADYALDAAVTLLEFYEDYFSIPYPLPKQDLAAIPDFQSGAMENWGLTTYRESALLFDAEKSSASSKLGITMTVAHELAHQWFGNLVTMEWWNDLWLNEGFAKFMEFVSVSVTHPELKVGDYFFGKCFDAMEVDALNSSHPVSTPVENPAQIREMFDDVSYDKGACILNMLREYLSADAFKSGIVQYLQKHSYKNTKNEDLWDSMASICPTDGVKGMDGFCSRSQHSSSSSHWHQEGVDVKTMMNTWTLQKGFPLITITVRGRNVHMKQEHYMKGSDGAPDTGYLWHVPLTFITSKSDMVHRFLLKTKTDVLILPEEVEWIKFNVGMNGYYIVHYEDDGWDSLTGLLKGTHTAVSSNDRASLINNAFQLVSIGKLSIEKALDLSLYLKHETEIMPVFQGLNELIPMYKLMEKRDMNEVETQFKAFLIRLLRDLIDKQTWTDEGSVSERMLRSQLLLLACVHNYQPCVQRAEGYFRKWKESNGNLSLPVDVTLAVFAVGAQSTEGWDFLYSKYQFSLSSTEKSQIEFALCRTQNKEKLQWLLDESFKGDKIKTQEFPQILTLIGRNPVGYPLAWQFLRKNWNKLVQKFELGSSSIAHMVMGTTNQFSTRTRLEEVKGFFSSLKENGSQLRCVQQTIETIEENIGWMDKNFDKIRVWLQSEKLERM
LGR2 inh: blocks bursicon-induced cAMP signaling via Drosophila LGR2 | inhibition, % at 9.99 µM | HEK293 LGR2, CRE-luciferase, bursicon-stimulated, 4 h | 0.35% of 380,000 active;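 active means drop in luminescence signal, shown as inhibition above about 50% in the replicate tests, limit read from the data, passing the limit was not always enough; inconclusive means probably only some replicates passing the limit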;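 further: agonist challenge used bursicon conditioned medium at about half maximal strength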
EWS-Fli block: inhibitors of EWS/Fli oncoprotein transcriptional activity; inhibition, % at 12.6 µM; AID 651661; 0.67% of 350,000 active; A673 NR0B1-luciferase reporter, viability-normalised;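 active means mean inhibition of at least 50% after viability correction, with every replicate also passing that limit; inconclusive means mean reaches 50% but only one of two replicates passes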;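 further: firefly luciferase signal divided by Alamar Blue viability fluorescence both relative to DMSO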
PAX8 inh HTS: PAX8 transcriptional activity inhibition; RMG-I TPO-luciferase reporter, SteadyGlo, 24 h; inhibition, % at 12.6 µM; 1.2% of 360,000 active;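 active means mean replicate inhibition at least 60% with every replicate also reaching 60%; inconclusive means only one of the two criteria is met; inactive means mean below 60% and not all replicates reaching 60%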;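 further: luciferase light reporting Pax8 driven TPO promoter activity; plate controls were median of neutral control wells for no effect and mitoxantrone controls for full effect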
PglD inh: PglD (C. jejuni) enzyme inhibition; purified PglD enzyme, DTNB colorimetric CoA detection; inhibition, % at 12.5 µM; 0.098% of 360,000 active; AID 602405; in the data active means inhibition above about 16%, passing the limit was not always enough; inconclusive means no clear call, values can overlap the other calls; further: strong numbers were not always called active
S100A4 MyoIIA: blocks human S100A4 binding to myosin IIA peptide | AID 652163 | 0.14% of 360,000 active | S100A4/TAMRA-MyoIIA peptide fluorescence polarization | P26447 | inhibition, % at 10.7 µM;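 active means mean inhibition of at least 70% across replicates, with every replicate also reaching that level; inconclusive means mean inhibition reaches 70% but some replicates fall short; inactive means mean inhibition below 70%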
Target sequence (P26447 whole entry, looked up): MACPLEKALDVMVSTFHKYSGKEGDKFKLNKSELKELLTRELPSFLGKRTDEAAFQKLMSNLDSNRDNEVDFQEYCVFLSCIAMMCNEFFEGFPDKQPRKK
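Test system: S100A4 monomer protein; Medium: HEPES pH 7.2 with CaCl2, KCl, NaCl, DTT, Triton; Probe or stimulus: TAMRA-labelled myosin IIA heavy-chain peptide probe, 5 nM; Doses: one dose per compound; Times: polarization read 5 min after assay mix addition, stable 5–60 min; Benchmarks: neutral control DMSO, positive control TFP.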
* = called active by the depositor; ? = inconclusive; . = no result given.

SMILES | FN deposition inh | PGC1a acetyl inh | ERAP1 inh | LGR2 inh | EWS-Fli block | PAX8 inh HTS | PglD inh | S100A4 MyoIIA
O=C(C(=O)N1CCC(c2ccccc2)CC1)c1ccccc1 | 3 | . | . | 6 | -4 | 19 | . | -2
COc1cccc(CNC(=O)COc2cccc(-n3cnnn3)c2)c1 | 4 | . | 3 | 7 | 5 | -4 | 2 | 9
COc1ccc(N2CCN(C(=O)C(=O)c3ccc(F)cc3)CC2)cc1 | 6 | . | . | -25 | -1 | 0 | . | -2
CCCCN1CCc2c(c3ccccc3n2Cc2ccccc2)C1 | 1 | 5 | 1 | -5 | 7 | 9 | 2 | -3
COC(=O)c1cn(CCNC(=O)[C@@H](NS(=O)(=O)c2ccc(C)cc2)C(C)C)nn1 | . | 6 | -2 | . | -5 | -20 | . | -15
COc1cccc(/C=C(\C(=O)O)c2ccccc2)c1 | 21 | -2 | -3 | 2 | 4 | -8 | . | 8
NS(=O)(=O)c1ccc(Cl)c(C(=O)Nc2ccccc2[N+](=O)[O-])c1 | -20 | . | 0 | -12 | 0 | 12 | . | -1
CCC1CCCCN1CCCNC(=O)C1CCCN(c2nn3c(=O)cc(C)nc3s2)C1 (centres undefined) | -13 | -1 | -3 | 15 | . | -7 | . | -25
COc1ccc(S(=O)(=O)Oc2ccc(C(=S)N3CCOCC3)cc2OC)cc1 | 0 | 8 | 0 | . | 7 | 39 | -2 | 4
Fc1ccccc1-c1cc2ccccc2cn1 | -13 | . | 2 | -107 | -105 | -130 | -2 | 1
CCCN(CCC)CCCNS(=O)(=O)c1cc(Br)cc2c1N(C(C)=O)CC2 | . | 2 | 5 | . | . | . | 1 | -3
CCOC(=O)N(C)c1c(CC)nc2c(OCc3ccccc3OC)cccn12 | 2 | 9 | -2 | -21 | -9 | -16 | -7 | 3
CC(=O)Nc1cccc(-c2csc(NCc3ccccc3)n2)c1 | 1 | . | -1 | 8 | -17 | -19 | . | -2
O=C1CN(C(=O)COc2ccc(F)cc2Br)c2ccccc2N1 | -5 | -2 | -3 | -4 | -8 | -24 | 4 | 4
COc1ccc2cc(C(C)C(=O)OC(C)C)ccc2c1 (centres undefined) | -9 | -3 | -2 | 9 | 3 | -14 | 1 | -2
CC(C)c1ccc(Nc2nc(Cl)nc(NCc3ccco3)n2)cc1 | 8 | -7 | -6 | -11 | 8 | -15 | 0 | -3
Cc1cccc(S(=O)(=O)N2C[C@H]3[C@@H](c4ccccc42)[C@@H](CO)N3C(=O)c2ccccc2)c1 | 3 | -4 | -2 | 4 | -3 | -5 | -1 | -5
CSc1ccccc1OCc1cc(C(=O)NC2CCOC(C)(C)C2)no1 (centres undefined) | -5 | 0 | -1 | 2 | -17 | -39 | 0 | 4
C[C@H](CO)N1C[C@H](C)[C@@H](CN(C)C(=O)CCC(F)(F)F)OCCCC[C@H](C)Oc2ccc(NS(=O)(=O)c3ccccc3)cc2C1=O | . | 7 | 4 | 17 | -4 | -3 | -1 | -10
Cc1cccc(N=Cc2cc(Br)cc(Cl)c2O)c1 | -12 | 1 | -4 | -15 | -17 | 12 | . | 20
CCN(CC)S(=O)(=O)c1cccc(C(=O)N2CCCc3ccccc32)c1 | -1 | . | -1 | -18 | 2 | 17 | 1 | -2
Fc1ccc2nc(Nc3nc4cc5c(cc4s3)OCCO5)sc2c1 | -1 | -3 | . | -52 | . | -194 | -3 | .
Cc1c(Cl)cccc1Nc1nc(N)nc(CN2CCc3ccccc3C2)n1 | -1 | 9 | . | . | . | 13 | -8 | .
C[C@@H]1CN([C@H](C)CO)C(=O)c2cccc(NC(=O)Nc3cccc4ccccc34)c2O[C@@H]1CN(C)C(=O)Nc1ccc(F)cc1 | 22 | 4 | 6 | 23 | -8 | 24 | 5 | -1
COc1ccc(S(=O)(=O)N2CCN(c3ccc4nnc(-c5ccc(F)cc5)n4n3)CC2)cc1 | -10 | -7 | . | -23 | 36 | 9 | -4 | 0

Continuation.
SMILES | FN deposition inh | PGC1a acetyl inh | ERAP1 inh | LGR2 inh | EWS-Fli block | PAX8 inh HTS | PglD inh | S100A4 MyoIIA
CO[C@@H]1CN(C)C(=O)c2ccc(NC(=O)Nc3ccccc3F)cc2OC[C@H](C)NC[C@H]1C | 7 | 8 | 0 | -3 | -2 | . | 3 | -34
Cc1ccc(C)c(NC(=O)NNC(=O)CCc2ccccc2)c1 | . | -3 | 3 | -13 | 1 | 12 | -1 | 1
Cc1noc(C)c1NC(=O)N(C)C[C@@H]1Oc2ncc(/C=C/c3ccccc3)cc2C(=O)N([C@H](C)CO)C[C@H]1C | . | 24 | 4 | 14 | 13 | 0 | 0 | 10
COc1ccc(C[C@H]2CN3C(=NC[C@@H]3C)N2CCNC(=O)CCC2CCCCC2)cc1 | 5 | 4 | -4 | 5 | 11 | 14 | 5 | 1
CCCn1c(N/N=C\C=C\c2ccccc2)nc2c1c(=O)[nH]c(=O)n2C | 14 | . | 2 | -13 | -3 | -42 | . | -1
C#CCOCCOCCOCCNc1nc(N2CCN(C(=O)Cn3cc(CCO)nn3)CC2)nc(N2CCN(C(=O)[C@H](Cc3ccc(O)cc3)n3cc(CCO)nn3)CC2)n1 | 12 | 9 | -7 | . | 1 | 6 | -3 | 0
CCCCN1CC(=O)N2[C@H]3c4cc(Cl)ccc4OC[C@@H]3[C@H](c3ccccc3)[C@]2(C)C1=O | -6 | . | -1 | -11 | 9 | -20 | 4 | 1
CC(C)(C)C(=O)CN1CCN(C2c3ccccc3-c3ccccc32)CC1 | . | -3 | -8 | -10 | . | . | -6 | 3
CCC(C(=O)NC1CCCC1)n1c(-c2cc3ccccc3[nH]2)nc2ccccc21 (centres undefined) | 4 | . | 1 | 10 | -19 | -12 | . | 0
COc1cc(Cl)cc(/C=C/c2ccc3cccc(O)c3n2)c1OC | -2 | . | -2 | -5 | -34 | 23 | -7 | -4
C[C@@H](NC(=O)[C@@H]1CCCN1C(=O)[C@@H]1CCCN1C(=O)c1ccc(Cl)cc1)c1ccccc1 | 6 | . | . | 6 | 0 | 9 | . | -3
COc1ccc(Cl)cc1C(=O)OCC(=O)N(C)CC(=O)Nc1ccc(F)cc1 | -1 | . | 1 | 6 | 3 | -1 | -3 | 16
CC(C)C(=O)Nc1ccc2c(c1)C(=O)N(C)[C@@H]1CC[C@H](CC(=O)NCc3ccccc3)O[C@@H]1CO2 | 10 | -18 | 0 | -9 | 2 | 7 | 2 | 4
N#C[C@H]1[C@H](c2ccccc2)[C@H](CO)N1C(=O)c1cccnc1 | 2 | 4 | -1 | 2 | 1 | -2 | 0 | -1
C/C=C/c1ccc([C@@H]2[C@@H](CO)N[C@@H]2CN(C)S(=O)(=O)c2ccccc2)cc1 | 1 | -8 | . | -6 | 6 | 18 | 2 | .
C[C@H]1CN([C@@H](C)CO)C(=O)c2c(c3ccccc3n2C)-c2ccccc2CO[C@@H]1CN(C)Cc1cccc(F)c1 | -15 | . | -4 | 18 | 5 | 49 | . | -4
CCOC(=O)CCN(Cc1cccs1)S(=O)(=O)c1ccc(Cl)cc1 | . | 15 | 4 | 3 | -4 | . | . | -1
COc1cc(C(=O)Nc2ccc3nc4n(c(=O)c3c2)CCCC4)ccc1Br | 3 | . | 2 | -27 | -3 | -7 | -3 | -4
O=C1Nc2ccc([N+](=O)[O-])cc2C1=Nc1cccc(CO)c1 | 4 | -3 | -1 | -27 | 7 | 12 | . | 2
COc1ccc(S(=O)(=O)N2CCN=C2SCc2cccc(F)c2)cc1 | 4 | -12 | -1 | -17 | . | -8 | 6 | -2
Cn1c(SCC(=O)Nc2cccc(S(=O)(=O)N3CCOCC3)c2)nnc1-c1ccncc1 | 8 | -5 | 1 | -10 | 9 | 5 | . | 2
COc1cc2cc(CCOC(=O)CCCC(=O)O)oc(=O)c2cc1OC | -8 | 8 | -1 | 1 | -2 | 0 | 1 | -3
CCCc1ncc(C(O)c2cccc(OC)c2OC)n1C (centres undefined) | -10 | 6 | . | 8 | . | . | -3 | .
COc1ccc(NC(=O)N2CC(=O)N3[C@@H](CO)[C@H](c4ccc(/C=C/c5ccccc5)cc4)[C@@H]3C2)cc1 | . | 1 | 0 | 1 | -7 | -16 | . | -12
C=CCn1c(CCSCc2ccc(OC)c(C)c2)n[nH]c1=S | -5 | 4 | . | 10 | 5 | 20 | -1 | 2

Reprinted at random: 2 records from the list.
SMILES | FN deposition inh | PGC1a acetyl inh | ERAP1 inh | LGR2 inh | EWS-Fli block | PAX8 inh HTS | PglD inh | S100A4 MyoIIA
CCCCN1CC(=O)N2[C@H]3c4cc(Cl)ccc4OC[C@@H]3[C@H](c3ccccc3)[C@]2(C)C1=O | -6 | . | -1 | -11 | 9 | -20 | 4 | 1
CC(C)C(=O)Nc1ccc2c(c1)C(=O)N(C)[C@@H]1CC[C@H](CC(=O)NCc3ccccc3)O[C@@H]1CO2 | 10 | -18 | 0 | -9 | 2 | 7 | 2 | 4

The results go on:
SMILES | FN deposition inh | PGC1a acetyl inh | ERAP1 inh | LGR2 inh | EWS-Fli block | PAX8 inh HTS | PglD inh | S100A4 MyoIIA
CCOC(=O)[C@]12CCCC=C1N(CCc1ccc(OC)c(OC)c1)C(=O)[C@H](CC(=O)NCCCCc1ccccc1)C2 | 6 | . | 2 | 3 | 1 | 11 | . | 0
COc1ccc(CNC(=O)CSc2nnc(-c3cccnc3)n2N)cc1 | -18 | -2 | 2 | 17 | -7 | -4 | -2 | -2
CN(C[C@H]1N[C@@H](CO)[C@@H]1c1ccccc1)C(=O)c1ccccn1 | -1 | -8 | -3 | -11 | 6 | -19 | -1 | 6
O=C(Cc1ccccc1F)Nc1cccc2cccnc12 | 10 | -1 | -1 | 3 | -33 | ? | 0 | 0
Nc1ncn(-c2ncc(C(F)(F)F)cc2Cl)n1 | -9 | 2 | 2 | -13 | 3 | -22 | . | 5
Cc1ccc(C(=O)CNc2ccccc2)cc1 | 7 | . | 1 | -42 | -10 | 3 | -4 | -1
CCOC(=O)N1CCN(c2ncnc3scc(-c4ccccc4)c23)CC1 | -3 | -5 | 0 | 7 | 11 | 12 | -6 | -3
Cc1ccc(C(=O)OCC(=O)NC(C)C)cc1S(=O)(=O)N1CCOCC1 | . | 9 | -1 | 9 | -5 | 12 | . | -1
COC(=O)Nc1ccc(S(=O)(=O)N2CCCC(C(=O)N3CCN(C)CC3)C2)cc1 (centres undefined) | 4 | 6 | -3 | 4 | -3 | -4 | -3 | 6
CC(NC(=O)OCc1ccccc1)c1ccccc1 (centres undefined) | -4 | . | 0 | -22 | -20 | -27 | . | -4
CCn1cc(C(=O)NCCCN2CCC(C)CC2)c2cc(OC)c(OC)cc2c1=O | 2 | 2 | 1 | -3 | -8 | 11 | -4 | -2
COc1ccc(NC(=O)N(C)C[C@@H]2Oc3ncc(C#Cc4ccc(C(F)(F)F)cc4)cc3C(=O)N([C@H](C)CO)C[C@@H]2C)cc1 | . | 2 | 5 | 9 | 14 | . | -6 | -4
COc1ccc2c(c1)N(C)/C(=C/c1cccc[n+]1C)S2 | -19 | . | 13 | -36 | 38 | 49 | -4 | 16
C=CCn1c(SCC(=O)N2CCCC2)nc2scc(-c3cccs3)c2c1=O | -1 | -17 | . | 2 | . | . | 5 | .
N#CCCN(C(=S)NC(=O)c1ccco1)c1ccccc1F | . | . | -3 | 2 | -7 | 4 | . | 1
C[C@@H]1CN([C@H](C)CO)C(=O)c2cccc(NC(=O)c3nc4ccccc4s3)c2O[C@@H]1CN(C)S(=O)(=O)c1ccc(F)cc1 | . | 1 | -3 | 2 | 3 | -4 | 0 | -14

Screening results: PubChem BioAssay, Broad Institute
